Screens deposited in PubChem BioAssay by several laboratories.
MEX-5 binding: C. elegans MEX-5 TCR-2 RNA binding activity. activity score (negative = inhibition of binding), % at 10 µM. 300,000 compounds, 0.38% hits. Q9XUB2. MEX-5/FITC-TCR2 RNA binding, fluorescence polarization; hits give low values;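 active = inhibition past about -25% in most replicates, and total fluorescence under double the plate's negative control median, limit read from the data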;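 also: 0% = DMSO and -100% = 5 µM competing unlabeled TCR2 RNA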
PAD4 inh: inhibitors of human PAD4 | Q9UM07 | recombinant PAD4, RCA probe fluorescence polarization | inhibition, % at 6.36 µM | 330,000 compounds, 0.41% hits;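 active = percent inhibition above a cutoff equal to the mean of all tested compounds plus 3 SD, cut at about 15% in these data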;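 also: 0% = PAD4 with RCA probe and DMSO and 100% = probe without PAD4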
BCLXL inh: Bcl-xL (human) inhibition; 320,000 compounds, 0.7% hits; GST-Bcl-xL / FITC-Bim BH3 peptide fluorescence polarization; inhibition, % at 10.9 µM; Q07817;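 active = inhibition above the mean of all tested compounds plus 3 SD, cutoff set per campaign, cut at about 30% in these data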;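 also: 0% = DMSO wells and 100% = unlabeled Bim-BH3 peptide competitor; inhibitors lower millipolarization by displacing the labeled peptide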
Target sequence (Q07817 whole entry, looked up): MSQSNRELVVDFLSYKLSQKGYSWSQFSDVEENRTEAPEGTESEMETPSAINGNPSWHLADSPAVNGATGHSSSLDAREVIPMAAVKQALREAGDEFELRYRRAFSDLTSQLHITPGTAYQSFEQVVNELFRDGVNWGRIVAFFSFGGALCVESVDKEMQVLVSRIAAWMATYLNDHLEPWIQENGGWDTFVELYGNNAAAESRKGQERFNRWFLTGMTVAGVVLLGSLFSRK
PME-1 inh: blocks human protein phosphatase methylesterase 1 | AID 2130 | Q9Y570 | inhibition, % at 5.9 µM | recombinant PME-1, FP-Rh probe fluorescence polarization | 320,000 compounds, 0.53% hits;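 active = inhibition above the campaign mean of all compounds plus 3 SD, cut at about 26% in these data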;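 also: competitive labeling of PME-1 active site by serine hydrolase directed probe; 0% = PME-1 with DMSO and 100% = wells lacking PME-1 enzyme; inhibitors block probe labeling so polarization falls and inhibition rises; many of its hits are not listed in these tables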
Target sequence (Q9Y570 whole entry, looked up): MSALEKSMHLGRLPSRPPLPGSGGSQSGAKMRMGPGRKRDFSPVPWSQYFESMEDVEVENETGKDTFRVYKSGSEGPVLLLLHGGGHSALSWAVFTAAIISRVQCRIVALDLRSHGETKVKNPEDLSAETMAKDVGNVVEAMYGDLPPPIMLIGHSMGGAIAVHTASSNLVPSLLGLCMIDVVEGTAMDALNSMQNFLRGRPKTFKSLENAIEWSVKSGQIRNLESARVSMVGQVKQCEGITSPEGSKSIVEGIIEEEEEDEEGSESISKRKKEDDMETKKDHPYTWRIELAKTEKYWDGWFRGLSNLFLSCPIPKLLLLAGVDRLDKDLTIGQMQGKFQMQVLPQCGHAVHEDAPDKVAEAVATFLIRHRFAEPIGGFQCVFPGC
MCL1-BIM inh: disrupts human MCL1 binding to BIM-BH3 peptide; Q07820; GST-MCL1 / FITC-Bim-BH3 fluorescence polarization; inhibition, % at 10.9 µM; 320,000 compounds, 0.68% hits;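 active = inhibition above the mean inhibition of all tested compounds plus 3 SD, set per campaign, cut at about 40% in these data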;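 also: 0% = DMSO wells and 100% = unlabeled Bim-BH3 peptide control; higher means more loss of mP so more displacement of Bim peptide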
GSTO1 inh: counter-screen for RBBP9 inhibitors: inhibitors of human GSTO1; P78417; recombinant GSTO1, activity-based probe fluorescence polarization; inhibition, % at 5.96 µM; 300,000 compounds, 1.1% hits; AID 1974;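 active = inhibition above the campaign mean inhibition plus 3 SD, cut at about 35% in these data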;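 also: 0% = GSTO1-1 with DMSO and 100% = wells lacking GSTO1-1 enzyme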
TPT1 inh: blocks Candida albicans tRNA 2'-phosphotransferase; recombinant caTPT1, FP RNA substrate dephosphorylation; inhibition, % at 5 µM; 300,000 compounds, 0.81% hits; AID 1962;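 active = inhibition above the mean of all tested compounds plus 3 SD, set per screening campaign, cut at about 24% in these data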;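 also: plate controls were DMSO alone for no effect and ferristatin control at 100 nM for full effect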
GLD-1 TGE inh: GLD-1-TGE RNA interaction inhibition (C. elegans). Q17339. purified GLD-1 + fluorescein TGE RNA, fluorescence polarization. inhibition, % at 5.96 µM. 320,000 compounds, 0.44% hits. AID 2280;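 active = percent inhibition above a per-plate cutoff, the plate mean of test compounds plus 3 SD, cut at about 30% in these data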;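 also: 0% = DMSO wells with GLD-1 and probe and 100% = wells lacking GLD-1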
Target sequence (Q17339 whole entry, looked up): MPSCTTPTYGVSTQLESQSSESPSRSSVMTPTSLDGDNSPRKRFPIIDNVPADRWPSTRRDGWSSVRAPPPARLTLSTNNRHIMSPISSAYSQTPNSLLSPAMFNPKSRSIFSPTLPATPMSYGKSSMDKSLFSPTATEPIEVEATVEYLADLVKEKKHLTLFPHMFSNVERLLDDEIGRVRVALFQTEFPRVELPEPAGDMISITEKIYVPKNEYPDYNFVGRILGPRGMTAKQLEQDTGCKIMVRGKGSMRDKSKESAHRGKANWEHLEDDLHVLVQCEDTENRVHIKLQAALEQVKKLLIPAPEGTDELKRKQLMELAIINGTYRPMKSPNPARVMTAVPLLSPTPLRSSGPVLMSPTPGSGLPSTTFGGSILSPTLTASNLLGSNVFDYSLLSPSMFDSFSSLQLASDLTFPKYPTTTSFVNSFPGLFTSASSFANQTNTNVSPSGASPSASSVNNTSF
Fam108B inh: counter-screen for RBBP9 inhibitors: inhibitors of mouse Fam108B | inhibition, % at 9.51 µM | recombinant Fam108B, FP-Rh probe fluorescence polarization | AID 1947 | 300,000 compounds, 0.33% hits;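 active = inhibition above the screen mean inhibition plus 3 SD, computed separately per campaign, cut at about 18% in these data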;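 also: inhibitors lower polarization as less probe binds the enzyme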
An asterisk follows results filed as active; nt = no result given.

SMILES	MEX-5 binding	PAD4 inh	BCLXL inh	PME-1 inh	MCL1-BIM inh	GSTO1 inh	TPT1 inh	GLD-1 TGE inh	Fam108B inh
CN1/C(=C\C(=O)C(F)F)C(C)(C)c2ccccc21	3.1	-4	-1	-1	-2	-5	-4	-3	1
O=C(NCCCN1CCCCC1)C1CCC(CNS(=O)(=O)c2cccc3nsnc23)CC1 (stereo not drawn)	2.2	4	6	-6	2	-1	-7	4	4
CC(=O)[C@@H]1[C@@H](C(=O)c2ccc(F)cc2)[C@]2(C(=O)Nc3ccccc32)[C@H]2C=Cc3cc(F)ccc3N12	2.6	-2	10	-2	3	7	4	7	1
Cc1nc2ccc(NC(=O)c3ccc([N+](=O)[O-])cc3)cc2[nH]1	3.6	-5	7	-4	1	0	-1	-3	-2
Cc1ccccc1N1CC(C(=O)N2CC(C)CC(C)C2)CC1=O (stereo not drawn)	-1.1	2	-1	1	2	3	1	0	8
C#CCOC(=O)CN1C(=O)c2cccc3cccc(c23)C1=O	0.4	-2	4	0	4	3	-2	-4	1
CCOC(=O)c1sc2nc3c(cc2c1N)COC(C)(C)C3	nt	-2	4	6	2	6	-2	6	-2
CCn1cc(C(=O)NC(=S)Nc2cccc(O)c2)cn1	0.8	-6	6	1	6	-8	-2	4	1
COc1ccc(Cl)cc1NC(=O)CN(C)C(=O)CSc1ccc2c(c1)OCCO2	nt	-3	1	3	3	nt	nt	-3	nt
CC(C)CCN(C(=O)CNC(=O)c1ccco1)C(C(=O)NC1CCCCC1)c1cccnc1 (stereo not drawn)	0.8	0	7	9	1	0	-7	2	2

Part of the list above, reduced to GLD-1 TGE inh.
SMILES	GLD-1 TGE inh
O=C(NCCCN1CCCCC1)C1CCC(CNS(=O)(=O)c2cccc3nsnc23)CC1 (stereo not drawn)	4
CC(=O)[C@@H]1[C@@H](C(=O)c2ccc(F)cc2)[C@]2(C(=O)Nc3ccccc32)[C@H]2C=Cc3cc(F)ccc3N12	7

Further compounds.
SMILES	MEX-5 binding	PAD4 inh	BCLXL inh	PME-1 inh	MCL1-BIM inh	GSTO1 inh	TPT1 inh	GLD-1 TGE inh	Fam108B inh
Cc1cc(-c2ccccc2)nc(N2CCN(c3ccccn3)CC2)n1	0.2	0	3	1	-1	5	0	-3	2
O=C(c1cccs1)N(c1ccc(Cl)cc1)C1C=CS(=O)(=O)C1 (stereo not drawn)	-2.0	2	6	9	8	7	-2	2	1
CC(C)=CCN1CCN(Cc2cccn2-c2ccccn2)CC1CCO (stereo not drawn)	-2.1	2	7	-3	10	3	0	2	-1
COc1ccc(CNC(=O)CSc2nccn(-c3ccc(F)c(F)c3)c2=O)cc1	-0.2	1	4	1	5	3	-2	2	-2
Cc1ccc(N(CC(=O)N2CCOCC2)S(C)(=O)=O)cc1C	0.2	-3	10	-4	9	-3	-1	3	6
CCc1ccc(C(=O)NCc2ccc(Cl)cc2)cc1	0.7	4	2	-1	10	4	0	-1	0
O=C1CCC(/C=C/c2ccccc2)=NN1Cc1ccccc1Cl	-2.4	-5	1	15	6	2	0	9	0
COc1cc(/C=N/NC(=O)c2csc3c2CCCC3)cc(OC)c1O	2.9	-2	2	10	8	8	-3	0	-4
CCNC(=S)NNC(=O)c1c(Cl)c(C)nn1C	-3.8	3	5	3	11	0	-3	2	0
CCn1c(/C=C2\C(=O)N(C(C)C)c3ccccc32)nc2ccccc2c1=O	1.7	6	5	9	2	-2	3	-3	-1
CNc1nc2ccccc2n1N	-0.5	-5	9	1	5	6	-2	-1	2
COc1cc(NC(=O)CN2C(=O)COc3ccc(S(=O)(=O)N4CCOCC4)cc32)cc(OC)c1	-11	0	3	-1	5	-10	-3	12	1
CCN(CC)C(=O)Cn1cc(S(=O)(=O)Cc2cccc([N+](=O)[O-])c2)c2ccccc21	-3.0	-5	9	0	8	8	-1	3	-3
O=C(CCSc1ccccc1)Nc1nccs1	-2.7	1	4	0	2	5	-1	-1	7
COc1ccc(CCNC(=O)CSc2nc3ccsc3c(=O)n2CC2CCC(C(=O)O)CC2)cc1OC (stereo not drawn)	-1.6	5	4	4	5	-5	-1	-1	-3
O=C(Cc1cccs1)N1CCC(c2nc3c(nnn3Cc3ccccc3)c(=O)[nH]2)CC1	1.4	-7	3	9	-2	6	1	-4	-4
Cc1ccc(S(=O)(=O)Nc2nc(C)cc(-n3nc(C)cc3C)n2)cc1	0.7	2	1	2	3	3	-2	7	-1
CC(C)OCCCNC(=S)Nc1ccc2nc3n(c(=O)c2c1)CCCCC3	1.4	-1	3	-12	7	2	0	2	2
C=CCc1cccc(C=Nc2cc(Br)ccc2O)c1O	0.8	-10	8	2	7	9	2	3	-7
CCN(CC)S(=O)(=O)c1ccc2c(c1)c(=O)c(C(=O)NCc1ccco1)cn2C	0.5	-1	0	-2	4	-4	-3	-7	2
CC(OC(=O)c1cn(-c2ccccc2)nc1-c1cccnc1)C(N)=O (stereo not drawn)	-1.6	-1	2	-5	-4	2	-4	6	-1
CCOC(=O)N1CCN(C(=O)C2CCN(S(C)(=O)=O)CC2)CC1	3.2	-1	5	2	3	6	3	0	-7
CN(C)C(CNc1ccc(S(C)(=O)=O)cc1[N+](=O)[O-])Cc1ccccc1 (stereo not drawn)	-2.3	4	6	21	-3	14	-1	2	4
O=S(=O)(CCN1C=CC(C(F)(F)F)=NCC1)c1ccc(Cl)cc1Cl	-2.7	-3	4	4	6	6	-2	1	-1
COC(=O)c1c(SCc2ccc(C#N)cc2)nc(=O)[nH]c1C	-0.6	-2	2	-2	-1	-8	4	5	-5
Cc1cccc(NC(=O)C(C)SCc2ccccc2)c1 (stereo not drawn)	-0.6	-4	0	0	2	0	-2	0	-2
COc1cccc(N/C(N)=N/c2nc(CSc3ccccn3)cc(=O)[nH]2)c1	3.2	2	-8	2	2	-11	-2	3	-4
Cc1nc([N+](=O)[O-])c(C(=O)OCc2ccc(C#N)cc2)n1C	-2.5	4	4	0	7	1	-2	7	1
CCCCn1c(N)c(N(CC)C(=O)c2ccc([N+](=O)[O-])c(C)c2)c(=O)[nH]c1=O	-2.2	4	4	-4	-5	2	-1	3	-2
CCOC(=O)C1CCN(c2nc3ccccc3n2CC(=O)c2ccccc2)CC1	-1.2	-4	6	1	4	-3	-2	-1	-3
O=C(Nc1nc2ccccc2n1CCN1CCCC1)c1ccc(Cl)cc1	nt	-3	5	0	12	-13	1	3	7
COC(=O)C(Cc1ccccc1)OS(N)(=O)=O (stereo not drawn)	0.2	3	1	-1	2	3	-3	5	-2
CCC(=O)NNc1ncnc2c1cnn2-c1ccccc1	-5.9	7	4	1	3	13	0	9	3
COc1ccc2[nH]c(=O)c(CN(CCc3ccccc3)Cc3nnnn3CC3CCCO3)cc2c1 (stereo not drawn)	-1.7	-1	7	-1	-2	6	-3	0	2
COc1ccc(C(=O)c2sc(Nc3cccc(OC)c3)c(C(=O)Nc3cccc(C)c3C)c2N)cc1	2.7	-2	4	1	8	0	-4	14	6
CC(=O)NC1C(=O)N(Cc2ccccc2)c2ccc(Br)cc21 (stereo not drawn)	1.9	-7	1	-9	-7	3	0	4	-2
CCC1CCCCN1C(=O)COC(=O)CN(C)S(=O)(=O)c1ccc(NC(C)=O)cc1 (stereo not drawn)	2.0	5	4	0	-5	-2	2	4	3
CN1C(=O)[C@H]2[C@@H](/C=C/c3ccccc3)N3C(=O)CN(Cc4ccc(-c5ccccc5)cc4)C(=O)[C@@]3(Cc3ccccc3)[C@H]2C1=O	-2.3	-5	9	2	4	3	-3	-4	-1
COc1cccc2c(=O)c(SC(F)(F)C(F)C(F)(F)F)c(C)[nH]c12 (stereo not drawn)	-1.2	-7	1	-7	8	1	4	6	1
CCN1C(=O)[C@H]2[C@@H](c3ccc(-c4cccc(Cl)c4)cc3)N[C@@](C)(C(=O)OC)[C@H]2C1=O	0.3	-8	9	1	6	0	-3	-2	1
CCN(c1ccccc1)S(=O)(=O)c1ccc2c(c1)N(C(C)=O)CCS2	-1.4	-3	3	1	-2	9	-1	4	4
Cc1ccc(NC(=O)CSc2nnc(-c3ccncc3)o2)cc1	-0.1	4	5	-2	10	-3	0	4	1
O=C(NCc1cccnc1)Nc1ccc(Cl)c(Cl)c1	0.3	-2	0	-5	10	-11	-2	4	-4
CCCCCCNc1c([N+](=O)[O-])cc(C)cc1[N+](=O)[O-]	-0.6	7	-1	7	-7	-2	-3	-4	8
Cc1ccc(-c2cc(N)n(-c3ccc(F)cc3)n2)cc1	-2.3	0	-2	0	-2	5	0	-2	-5
O=C(NCc1ccccc1)c1ccc(N2C(=O)C3CCCCC3C2=O)cc1 (stereo not drawn)	-1.5	-2	1	5	0	-4	-3	5	1
COc1ccc(-c2nnn(CC(=O)N3CCN(c4ccccc4OC)CC3)n2)cc1	-3.7	-3	1	-2	2	10	-1	-4	-4
COc1cc(OC)c(C(=O)OCC(=O)N(Cc2ccccc2)C(C)(C)C)cc1OC	1.6	0	2	3	6	5	5	-2	0
O=C1C2C3C=CC(C3)C2C(=O)N1/N=C/c1cn(Cc2ccccc2)c2ccccc12 (stereo not drawn)	-8.9	-6	5	-8	3	4	0	4	5
C=CCn1c(COc2ccc(F)cc2)nnc1SCC(=O)NC1CCS(=O)(=O)C1 (stereo not drawn)	1.1	4	-9	4	-9	3	-1	3	3

(more compounds)
SMILES	MEX-5 binding	PAD4 inh	BCLXL inh	PME-1 inh	MCL1-BIM inh	GSTO1 inh	TPT1 inh	GLD-1 TGE inh	Fam108B inh
N#C/C(=C\c1ccc2c(c1)OCO2)C(N)=S	1.2	0	12	-4	10	19	-1	2	0
Nc1nnc(-c2ccccc2F)s1	1.2	-6	1	-4	-9	-3	1	-3	-6
Cc1onc(C(=O)NCc2ccc(F)cc2)c1[N+](=O)[O-]	-4.3	4	5	-8	-7	17	2	-1	-1
Cc1ccc(CNC(=O)CN2CCN(Cc3ccc(C)cc3)C2=O)cc1	1.5	-5	3	-1	-2	3	4	5	-5
Cc1cc(CN(C)C(=O)c2cc(COc3ccc(C)c(C)c3)on2)n[nH]1	-1.0	0	-1	-3	-12	4	1	-1	-7
O=C(CCc1ccccc1Cl)N1CCN(S(=O)(=O)c2ccccc2)CC1	nt	2	6	4	8	nt	nt	3	nt
CN(C)N1C(N)=C(C#N)C(c2ccccc2F)C2=C1CC(C)(C)CC2=O (stereo not drawn)	1.5	0	8	-2	6	9	-1	1	-2
CCOC(=O)c1c(NC(=O)CN2CCCCC2)sc(CN(C)C)c1-c1ccccc1	1.1	5	3	-3	3	5	-4	-5	-6
Cc1cccc(C)c1NC(=O)C(c1ccccc1)N1CCC1=O (stereo not drawn)	-1.9	3	4	2	1	4	-2	9	-1
COc1ccc(COC(=O)NC2CCN(S(=O)(=O)c3ccc(OC)cc3)CC2)cc1	-0.3	-7	1	6	-8	-8	-1	-2	-5
CNS(=O)(=O)c1cc(C(=O)O)ccc1OC	0.3	-6	7	-1	4	4	1	3	0
COc1ccccc1C(=O)Nc1ccc(-c2nnn(CC(=O)N3CCOCC3)n2)cc1	-3.1	4	10	6	7	1	0	10	1
COc1nc(-c2ccccc2)ccc1-c1noc(-c2ccco2)n1	-0.9	2	-13	-14	-25	-9	0	2	-10
Cc1ccc2occ(/C=N/NC(=O)c3ccccc3Br)c(=O)c2c1	0.5	4	13	-5	21	26	-1	14	4
COC(=O)[C@@H]1C[C@H]2CC[C@H](O)C[C@H]2N1Cc1ccccc1OC(=O)c1cccs1	-6.5	-7	8	0	4	2	8	-1	-2
COc1ccccc1N1CCN(C(=O)c2ccc(-c3nc4ccccc4s3)o2)CC1	nt	3	1	6	-8	nt	nt	-2	nt

Not all compounds are listed. The share of hits here may be higher or lower than overall.
